# Source: PubChem BioAssay
# Tb PFK block = inhibitors of T. brucei phosphofructokinase | O15648 | 330,000 compounds, 0.17% hits | T. brucei PFK, ADP-Glo luminescence | Potency, µM (titrated, usually from 57.5 µM), without a hit: at the highest dose activity, negative = inhibition, hits mostly inhibitors;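 further: potency means the concentration at half of the fitted maximal effect; 0% = uninhibited 1x PFK enzyme wells and -100% = no-enzyme wells; nearly all actives have a fitted effect of over 60% in size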
#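 Activity is normalized to no-enzyme wells (full inhibition) and 1.25 nM enzyme wells (no inhibition). Reaction: 0.5 mM F6P, 0.1 mM ATP, 45 min RT, ADP-Glo luminescence; concentration-response curves fitted and classed by quality.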
# Chronic BCR inh = chronic active BCR signaling inhibition; ABC-DLBCL IkBa-CBG/CBR reporter, luminescence ratio, 4 h; Potency, µM (doses to about 46.1 µM), without a hit: at the top dose ratio change, negative = lower green/red ratio, most hits filed as inhibitors; 340,000 compounds, 0.05% hits; active means well fitted inhibition curve with a large enough effect in the signal ratio, with a control signal flat, not every such curve was filed as active; inconclusive means small, poorly fitted or top-dose-only effect, or effect the other way, or a change in a side signal; the % refers to the signal ratio;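 further: potency means the concentration at half of the fitted maximal effect; plate controls were basal doxycycline-induced cells for no effect and cells given 10 µM MG132 for full effect; MG132 reads +100%, hits lower the ratio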
#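 Compounds up to 46 uM were incubated four hours with TMD8 cells whose green CBG68 luciferase is fused to IkappaBalpha; red CBR luminescence normalised the signal, and concentration-effect curves were fitted to fusion, red and ratio data.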
# Mito fusion yeast = inhibitors of mitochondrial division or activators of mitochondrial fusion; S. cerevisiae fusion-defective mutant growth rescue, CellTiterGlo 48 h; Potency, µM (top dose mostly 46.1 µM), for the others: top-dose growth rescue (activation), hits mostly activators; 320,000 compounds, 0.23% hits;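 further: potency means the concentration at half of the fitted maximal effect; % of control where 0% means no effect; nearly all actives have a fitted effect of over 45% in size; temperature-sensitive fusion mutants such as fzo1-1 at 37 °C on non-fermentable ethanol glycerol medium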
#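 Luminescent cell viability in 1536-well qHTS format served as the measure of rescued growth in ts fusion-mutant S. cerevisiae cultured on non-fermentable YPEG for 48 hours at 37C.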
# ELG1 DNA repair = ELG1-dependent DNA repair inhibition | HEK293T ELG1-luciferase reporter, luminescence, 16 h; DNA damage induced by 5-fluorouridine | Potency, µM (highest dose often 46.1 µM), inactives show at the highest dose activity change, negative = inhibition, hits mostly inhibitors | 330,000 compounds, 2.3% hits | AID 504467; further: potency means the concentration at half of the fitted maximal effect; on the % scale 0 is the no-effect control and ±100 the full control effect; nearly all actives have a fitted effect of over 55% in size
#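 Step one: seed 2,000 cells per well. Step two: pin-transfer compound or DMSO alongside 5-fluorouridine. Step three: incubate 16 hr, 37 °C, 5% CO2. Step four: add ONE-Glo, wait 30 min, read luminescence.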
# PTAP TSG101 blk = blocks PTAP/TSG101 interaction to inhibit HIV-1 budding; Q99816; Fluorescence polarization, FITC-PTAP peptide / Tsg101 binding; Potency, µM (top dose mostly 115 µM), for the others: at the top dose activity change, negative = inhibition, hits mostly inhibitors; 340,000 tested, under 10 active; active means well fitted inhibition curve with a large enough effect in the main read-out, with a control signal flat, not every such curve was filed as active; inconclusive means small, poorly fitted or top-dose-only effect, or effect the other way, or a change in a side signal; inactive means no such curve, though single readings can be large or run the other way; further: potency means the concentration at half of the fitted maximal effect; % of control where 0% means no effect
#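 Tsg101 binding domain (10 uM final) was mixed with compound and a FITC-labeled PTAP peptide (50 nM final) in HEPES pH 7.5 buffer with NaCl, Tween 20, EDTA and TCEP; fluorescence polarization was read after 20 min at r.t.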
# TSHR antag = blocks TSH signaling through the human TSH receptor; P16473; activity change, negative = inhibition, % at 11.5 µM; 330,000 compounds, 0.2% hits; TSHR-expressing cells, TSH-stimulated cAMP HTRF, 2 h; hits give low values; AID 504810;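 active means activity change below a set negative limit, meaning inhibition stronger than a set level, cut at about -70% in these data; inconclusive means activity change between two set negative limits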; further: on the % scale 0 is the no-effect control and ±100 the full control effect
# Target sequence (P16473 whole entry, looked up): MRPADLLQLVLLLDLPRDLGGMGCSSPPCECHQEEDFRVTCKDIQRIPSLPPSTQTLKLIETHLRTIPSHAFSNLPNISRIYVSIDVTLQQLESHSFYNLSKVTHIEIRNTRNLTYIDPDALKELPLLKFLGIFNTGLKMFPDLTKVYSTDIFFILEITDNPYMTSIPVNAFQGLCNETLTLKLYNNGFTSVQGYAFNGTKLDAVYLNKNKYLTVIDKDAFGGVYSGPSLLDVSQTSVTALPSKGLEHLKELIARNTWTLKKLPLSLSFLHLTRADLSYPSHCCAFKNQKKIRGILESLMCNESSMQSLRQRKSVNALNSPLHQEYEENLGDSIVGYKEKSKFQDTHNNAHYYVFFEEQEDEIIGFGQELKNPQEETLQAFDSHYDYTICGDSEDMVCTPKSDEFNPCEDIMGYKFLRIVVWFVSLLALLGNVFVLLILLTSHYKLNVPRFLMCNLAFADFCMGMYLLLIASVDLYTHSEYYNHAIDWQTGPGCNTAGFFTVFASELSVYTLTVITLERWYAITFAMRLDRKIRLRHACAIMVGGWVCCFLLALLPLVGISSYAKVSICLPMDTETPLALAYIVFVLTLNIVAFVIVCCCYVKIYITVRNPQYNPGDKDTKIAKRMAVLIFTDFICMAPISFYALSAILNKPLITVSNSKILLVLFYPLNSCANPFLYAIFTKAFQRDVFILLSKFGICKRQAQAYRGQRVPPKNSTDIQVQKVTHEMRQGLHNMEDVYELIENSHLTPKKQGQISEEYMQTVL
#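 Competitive HTRF cAMP read-out (cryptate anti-cAMP antibody, cAMP-d2; 30 min, room temperature) in freshly harvested TSHR cells. Compounds added before TSH at EC80 (4nM final), followed by 2 hours' incubation at 37 deg C.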
# a7 integrin act = activators of alpha7 integrin expression for muscular dystrophy; alpha7betagal myoblasts, beta-gal FDG fluorescence, 48 h; AID 624291; Potency, µM (series often up to 38.3 µM), for the others: at the highest dose activation, most hits filed as activators; 350,000 compounds, 0.064% hits;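 further: potency means the concentration at half of the fitted maximal effect; 100% = response of the positive control SU9516; nearly all actives have a fitted effect of over 60% in size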
#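 Alpha7betagal+/- myoblasts (passage 13) were plated 16-24 hr, then exposed to compounds (1:260 dilution of DMSO stock) for 48 hours at 37C. After MPER lysis, β-galactosidase reporter activity was read as FDG fluorescence (ex 480/em 540) after 30 minutes.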
# TCR activator = T cell receptor activation | primary human leukocytes, anti-CD3, IL-2 HTRF, 48 h | Potency, µM (series often up to 9.22 µM), without a hit: at the highest dose activation of IL-2 secretion, most hits filed as activators | 330,000 tested, under 10 active; further: % of control where 0% means no effect
#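 Compounds are tested in HTS on primary human leukocytes co-incubated with a-CD3 beads for 48 hr. IL-2 output is measured by time-resolved FRET.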
# A-T KAP1 phos = candidate therapy for ataxia-telangiectasia. […] A-T fibroblasts, KAP-1 phosphorylation AlphaLISA; neocarzinostatin DNA damage 30 min before lysis. 320,000 compounds, 0.19% hits. Potency, µM (doses to about 57.5 µM), for inactives: at the top dose activation, actives largely listed as activators; further: potency means the concentration at half of the fitted maximal effect; % of control where 0% means no effect; nearly all actives have a fitted effect of over 45% in size
#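 ATM-like activity read as KAP-1 phosphorylation via AlphaLISA donor/acceptor antibody pairs after lysis and 6 hr at 25C. Cells were ATM-null patient fibroblasts ([…], hTERT), dosed 60 min, then exposed to the DSB inducer NCS for 30 min.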
# S-ASM inh = inhibitors of human secretory acid sphingomyelinase; Potency, µM (series often up to 57.5 µM), for inactives: at the highest dose activity change, negative = inhibition, most hits filed as inhibitors; 340,000 compounds, 0.006% hits; AID 504937; placental ASM, HMU-PC fluorogenic substrate, 60 min; further: potency means the concentration at half of the fitted maximal effect
#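 qHTS format. ASM enzyme prepared from human placenta hydrolyses the fluorogenic substrate HMU-PC0 (9 uM final) over 60 min at 37 °C after a 10 min compound preincubation.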
# Eya2 phos inh = Eya2 (human) phosphatase inhibition | O00167 | recombinant Eya2, OMFP fluorescence dephosphorylation (OMFP is methylfluorescein phosphate) | Potency, µM (series often up to 76.9 µM), inactives show top-dose activity, negative = inhibition, usual class: inhibitors | 330,000 compounds, 0.006% hits | AID 488837; further: potency means the concentration at half of the fitted maximal effect; on the % scale 0 is the no-effect control and ±100 the full control effect
#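 Eya2 (0.2 uM) preincubated 10 min at ambient with compound, then OMFP substrate added at 50 uM; 10 min reaction in 50 mM HEPES pH 7.5, 50 mM NaCl, 5 uM MgCl2, 0.05% BSA, 1 mM DTT. Fluorescence read at Ex 485/Em 525 nm.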
# * = called active by the depositor; ? = inconclusive; · = no result given; [ ] = remark or other dose. Unless noted, the call rests on the fitted dose curve; in most records, active means well fitted curve in the direction sought with a large enough effect; inconclusive means small, poorly fitted or top-dose-only effect, or another doubt; inactive means no such curve, though single readings can be large; an effect the other way counts as inactive or inconclusive.
SMILES,Tb PFK block,Chronic BCR inh,Mito fusion yeast,ELG1 DNA repair,PTAP TSG101 blk,TSHR antag,a7 integrin act,TCR activator,A-T KAP1 phos,S-ASM inh,Eya2 phos inh
O=C(COC(=O)C1CC2CCCC(C1)C2=O)c1cccc(Br)c1 (stereo not given),-1%,1%,-9%,-1%,-1%,4,-7%,·,-1%,1%,-9%
CC(C)Cn1c(-c2csc3c2CCCC3)n[nH]c1=S,-2%,0%,9%,-7%,-1%,-82*,23%,-2%,-8%,-2%,-12%
CNc1nc(-c2ccccc2)[n+](-c2ccc(C)cc2)s1,?,?,2%,-7%,-5%,26,-27%,-2%[46.1 µM],-4%,3%,9%
CCCCc1cc(=O)oc2c(C)c(OCC(=O)N3C[C@H]4C[C@@H](C3)c3cccc(=O)n3C4)ccc12,0%,-1%,-4%,?,-4%,-2,3%,-6%,15%,3%,4%
CCCCCCNC(=O)CCNS(=O)(=O)c1ccc(C)cc1,-8%,4%,6%,0%,0%,37,-27%,3%,17%,-1%,-11%
Cc1cc2nc3n(c2cc1C)CC1CC(C(=O)NCc2ccco2)N(C)C31 (stereo not given),5%,-1%,-6%,4%,-1%,-1,-9%,13%,-18%,4%,1%
COC(=O)c1ccc(N2CCN(C)CC2)c(NC(=O)c2ccc(Br)o2)c1,0%,5%,-3%,-11%,-3%,21,-8%,8%,-2%,1%,6%
CC(C)Cn1c(N)c(C(=O)COC(=O)CCNS(=O)(=O)c2ccccc2)c(=O)n(C)c1=O,-5%,22%,0%,?,-3%,-20,12%,-5%,-1%,-1%,2%
CC(CC(=O)N(C)CC(=O)Nc1ccc(N2CCOCC2)cc1)c1ccccc1 (stereo not given),6%,-3%,-8%,-6%,-3%,7,19%,4%,-3%,·,12%
O=C(COc1ccc(Cl)cc1Cl)NC(=S)Nc1ccccc1C(=O)O,?,?,1%,29%,·,-1,·,·,-7%,·,-1%

# A different layout for some results above:
Molecule	Tb PFK block	Chronic BCR inh	Mito fusion yeast	ELG1 DNA repair	PTAP TSG101 blk	TSHR antag	a7 integrin act	TCR activator	A-T KAP1 phos	S-ASM inh	Eya2 phos inh
Cc1cc2nc3n(c2cc1C)CC1CC(C(=O)NCc2ccco2)N(C)C31 (stereo not given)	5%	-1%	-6%	4%	-1%	-1	-9%	13%	-18%	4%	1%
COC(=O)c1ccc(N2CCN(C)CC2)c(NC(=O)c2ccc(Br)o2)c1	0%	5%	-3%	-11%	-3%	21	-8%	8%	-2%	1%	6%

# (next part)
SMILES,Tb PFK block,Chronic BCR inh,Mito fusion yeast,ELG1 DNA repair,PTAP TSG101 blk,TSHR antag,a7 integrin act,TCR activator,A-T KAP1 phos,S-ASM inh,Eya2 phos inh
COc1ccccc1CCC(=O)OCC(=O)N1c2ccccc2NC(=O)C1(C)C,?,0%,5%,16%,1%,-6,-9%,·,18%,8%,0%
COc1ccccc1CNC(=O)C1CC(c2ccccc2[N+](=O)[O-])=NO1 (stereo not given),-2%,3%,3%,?,-1%,27,-10%,-1%,-3%,-1%,-2%
O=C1C(NS(=O)(=O)c2ccccc2)=C(N2CCN(c3ccc(F)cc3)CC2)C(=O)c2ccccc21,-1%,?,?,23µM*,-5%,-3,-26%,5%,15%,-12%,-9%
CCC(C)(C)C1CCc2[nH]nc(C(=O)NCCCNC(=O)OC(C)(C)C)c2C1 (stereo not given),-6%,2%,-6%,?,0%,-1,12%,-2%,4%,-3%,-2%
Cc1cc(C)n(C(=O)c2ccc([N+](=O)[O-])cc2[N+](=O)[O-])n1,2%,5%,-5%,0%,-3%,13,25%,-1%[46.1 µM],-4%,7%,0%
COc1ccc(/C=C/C(=O)CC(O)(c2ccccc2)C(F)(F)F)cc1 (stereo not given),1%,?,0%,-21%,-8%,-19,-28%,3%[46.1 µM],14%,-3%,-17%
O=C(CCC(=O)NCCCc1ccccc1)NCCCc1ccccc1,0%,6%,?,·,-3%,-26,1%,-18%[46.1 µM],·,3%,-3%
Cc1c(O)c(S(=O)(=O)c2ccccc2)c(=O)n(-c2ccccc2)c1-c1ccccc1,-3%,?,-15%,?,-14%,1,21%,0%[46.1 µM],1%,5%,-1%
Cc1cc(=O)oc2ccc(OCC(=O)N3CCC(C)CC3)cc12,0%,?,-7%,?,0%,-2,-1%,14%,7%,4%,-1%
O=C(OCn1nnc2ccccc2c1=O)C1CCN(S(=O)(=O)c2cccs2)CC1,-3%,?,-6%,1%,0%,-1,0%,-3%[46.1 µM],6%,-2%,-5%
CC(C)c1nnc(N2C(=O)C(O)=C(C(=O)c3cccs3)C2c2ccccc2)s1 (stereo not given),-6%,14%,1%,?,?,15,7%,10%,-4%,-4%,8%
CCCCc1nc(SCC(=O)N2CCCC2)c2c(=O)n(C)c(=O)n(C)c2n1,-2%,?,6%,-8%,-6%,-11,-12%,18%,0%,-1%,2%
Cn1nc(C(F)(F)F)c(-c2ccccc2)c1NC(=O)c1cccnc1,-2%,5%,1%,-14%,-8%,25,18%,8%,2%,0%,8%
CC1=CC2=NC(=O)/C(=C\c3cc(C)n(-c4ccccc4F)c3C)C(=N)N2O1,0%,0%,1%,-25%,2%,4,-5%,3%,-2%,23%,5%
COc1ccc(CNC(=O)C(c2ccc(C)o2)N(C(=O)c2csnn2)c2ccc(C(C)C)cc2)cc1 (stereo not given),1%,?,6%,-25%,0%,-7,-14%,3%,2%,-7%,0%
O=C(CCC1CCCC1)Nc1cc(C(F)(F)F)ccc1N1CCOCC1,-2%,6%,10%,?,0%,-6,-10%,-6%,8%,-4%,-8%
COc1ccc(CNC2CCCc3ccccc32)cc1OC (stereo not given),0%,-11%,-5%,-26%,-2%,-15,?,-2%[46.1 µM],5%,4%,-6%
O=C(Nc1cc(S(=O)(=O)N2CCCCCC2)ccc1OCC(F)(F)F)c1cnccn1,3%,2%,1%,?,1%,4,1%,-21%,8%,2%,6%
CCN(CC)c1nc2ccccc2n(Cc2cccc(OC)c2)c1=O,2%,?,5%,-1%,0%,-1,-6%,-1%,11%,-10%,-4%
COc1cc(NC(=O)COC(=O)CCCC2=NS(=O)(=O)c3ccccc3N2)cc(OC)c1,1%,0%,-5%,11%,-7%,-3,6%,5%,-4%,-1%,0%
COc1ccc(NC(=S)N2CCCC(c3nc4ccc(C)cc4[nH]3)C2)cc1 (stereo not given),-3%,6%,-2%,-10%,-10%,-1,-23%,3%,0%,-4%,8%
COc1ccc2oc(C(=O)NCC3CCCO3)c(C)c2c1 (stereo not given),6%,?,-1%,?,-7%,19,0%,0%,4%,3%,0%
O=C1c2ccccc2C(=O)N1CCCCCc1nc(-c2ccccc2)no1,-7%,?,14%,-17%,0%,-26,-31%,4%,17%,-3%,6%
CC(NC(=O)COc1ccccc1)C(=O)N1CCN(c2ccc(F)cc2)CC1 (stereo not given),-2%,2%,·,20%,0%,·,-19%,-2%,-1%,-4%,-16%
Cc1ccc2oc(=O)c3cnn(CC(=O)Nc4ccccc4N4CCN(C)CC4)c3c2c1,-15%,0%,-4%,16%,-7%,0,-39%,-2%,-3%,0%,8%
CCOC(=O)C1=C(c2ccccc2)Nc2ncnn2C1c1cccc(O)c1 (stereo not given),-1%,4%,3%,0%,-5%,6,-1%,9%,-6%,81%[activator],-35%
O=C(Nc1cccc(Br)c1)c1ccccc1-c1ccccc1,-5%,?,16µM*,-7%,-2%,0,8%,-3%[46.1 µM],4%,-11%,-10%
CC12CCC(C(=O)N(NC(=O)c3cccnc3)C1=O)C2(C)C (stereo not given),-3%,1%,-1%,1%,0%,5,10%,7%[46.1 µM],7%,2%,-10%
CCOc1ccc(NC(=O)c2ccccc2NC(=O)CN(C)CC(=O)Nc2ccc(C)cc2)cc1,-2%,-9%,4%,?,-5%,-8,-26%,3%,1%,-16%,-4%
O=C(O)c1[nH]c2ccccc2c1C(c1ccccc1)c1c(C(=O)O)[nH]c2ccccc12,-17%,-5%,-1%,5%,-2%,25,13%,4%,-6%,-11%,7%
